# TEAD-YAP inh = TEAD-YAP interaction inhibition, primary screen, TEAD-YAP interaction inhibitor project, luminescence, HEK-TIYL cells; 640,000 compounds, 1.4% hits; AID 1259422, 2018; inhibition, % at 9.12 µM; TEAD-Gal4/YAP UAS-luciferase luminescence; in the data active = inhibition above about 32%;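 note: 0% = median of test compound wells and 100% = reference inhibitor wells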
# GPR151 ag = activators of human GPR151, primary screen, cell-based, PathHunter beta-arrestin, luminescence | G-protein coupled receptor 151 (Homo sapiens), Q8TDV0 | 650,000 compounds, 1% hits | activation, % at 11.2 µM | PathHunter beta-arrestin GPR151 cells; in the data active = activation above about 4.9%;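 note: 0% = median of compound wells and 100% = cells with positive control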
# FBW7 activator = FBW7 E3 ligase activators, primary screen, biochemical, AlphaScreen, human; F-box/WD repeat-containing protein 7 (Homo sapiens), Q969H0; AlphaScreen FBW7–phospho-cyclin E peptide binding, activator screen; normalized activity (activation), % at 26.1 µM; 650,000 compounds, 0.13% hits; AID 1259310, 2017; in the data active = normalized activity above about 1.9%;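 note: purified mutant Fbw7 with reduced substrate affinity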
# Target sequence (Q969H0 whole entry, looked up): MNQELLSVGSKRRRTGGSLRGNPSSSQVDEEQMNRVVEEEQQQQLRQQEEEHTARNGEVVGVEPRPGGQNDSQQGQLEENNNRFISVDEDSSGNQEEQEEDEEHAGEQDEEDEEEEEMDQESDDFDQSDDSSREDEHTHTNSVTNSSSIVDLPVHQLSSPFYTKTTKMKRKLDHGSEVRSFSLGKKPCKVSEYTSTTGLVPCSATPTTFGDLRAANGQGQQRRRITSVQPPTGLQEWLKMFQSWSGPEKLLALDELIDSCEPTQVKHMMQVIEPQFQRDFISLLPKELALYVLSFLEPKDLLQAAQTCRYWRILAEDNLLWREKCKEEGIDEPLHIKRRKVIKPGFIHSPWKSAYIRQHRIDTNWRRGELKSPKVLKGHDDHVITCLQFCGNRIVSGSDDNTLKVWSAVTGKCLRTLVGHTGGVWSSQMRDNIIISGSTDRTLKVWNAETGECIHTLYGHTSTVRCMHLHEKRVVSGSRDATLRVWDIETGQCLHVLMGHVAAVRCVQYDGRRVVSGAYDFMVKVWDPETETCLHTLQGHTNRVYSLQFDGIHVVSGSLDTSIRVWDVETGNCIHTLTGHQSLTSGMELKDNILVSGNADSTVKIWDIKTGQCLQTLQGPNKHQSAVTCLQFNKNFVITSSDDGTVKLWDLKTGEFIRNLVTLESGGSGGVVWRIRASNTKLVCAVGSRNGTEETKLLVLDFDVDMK
# MITF primary = MITF inhibitors, primary screen, biochemical, AlphaScreen, human | AID 1259374, 2018 | inhibition, % at 2.6 µM | 650,000 compounds, 0.91% hits | AlphaScreen MITF homodimerization, bead proximity signal; in the data active = inhibition above about 50%;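 note: 0% = vehicle wells with protein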
# The depositor's hits bear a star; nt = no result given; & = joins results of further samples.
molecule	TEAD-YAP inh	GPR151 ag	FBW7 activator	MITF primary
O=C(NC(=S)Nc1ccc(N2CCOCC2)cc1)c1ccccc1F	1	-0.3	-0.1	3
CC(C)(C)C(=O)COC(=O)c1ccc2nc3c(nc2c1)-c1cccc2cccc-3c12	-64	-0.1	0.0	-2
COc1cc(/C=C/C(=O)O)ccc1OCc1ccc(F)cc1	-8	-1.3	-0.1	-4
COc1ccc(N2CCN(C(CNS(=O)(=O)c3ccc(Cl)cc3)c3cccnc3)CC2)cc1 (centres undefined)	0	0.9	-0.3	6
CCn1c2ccccc2c2cc(/C=N/NC(=O)c3nonc3N)ccc21	11	-2.1	-0.1	9
COc1ccc(Br)cc1C(=O)Nc1cc([N+](=O)[O-])ccc1Cl	-9	2.8	0.2	15
COc1ccc(NC(=O)CCN2C(=O)C3C4C=CC(C4)C3C2=O)cc1Cl (centres undefined)	2	0.8	0.7	11
CCN(C(=O)Cn1nc(Cc2ccncc2)c2ccccc2c1=O)c1ccccc1C	-7	-1.2	0.6	11
O=C1N/C(=C/c2ccc(-c3ccccc3)o2)C(=O)N1Cc1ccc(Br)cc1	-2	-0.5	0.1	1
NC(=O)C1CCN(C(=O)CCn2c(=O)[nH]c3ccccc3c2=O)CC1	-4	0.0	-0.2	-6
CC(=O)c1ccc(NC(=O)CSc2nnc(Nc3ccccc3C)s2)cc1	0	-5.9	-0.1	-2
O=C(O)c1cccnc1NC1CCCCC1	9	0.3	0.3	-4
c1csc(-c2nc3cnccn3c2NC2CCCC2)c1	-13	0.1	0.0	-3
COC(CNC(=S)Nc1cc(C)ccc1C)OC	-3	2.6	0.0	-12
Clc1nc(Nc2ccc3c(c2)OCO3)c2[nH]cnc2n1	-16	-2.6	-0.1	7
CCCCc1nc2c(c3c1C[C@H](C)OC3)CN(S(=O)(=O)c1c(C)noc1C)CC2	nt	0.0	0.0	-9
O=C(CCC1CCCC1)NC1CCCCCCC1	-9	1.7	-0.1	0
CC(C)(C)OC(=O)N1CCN(C2(c3ccccc3)C(=O)c3ccccc3C2=O)CC1	-2	-0.3	-0.1	5
Cc1ccc2nc(-c3ccc(C)c(NC(=O)COc4ccc(Br)cc4)c3)oc2c1	-3	0.3	0.1	4
CCN1CCN(C(c2cccs2)C(C)NC(=O)c2ccc(OC)cc2)CC1 (centres undefined)	3	0.8	0.0	7
CC(C)=CCC/C(C)=C/CC(C)(C)CNCCN1CCNCC1	58*	-2.0	0.9	-4
COc1ccccc1N1CCN(C2CCCN(C(=O)c3ccc4oc(C)cc4c3)C2)CC1 (centres undefined)	13	-0.7	0.1	7
Cc1cc(C)nc(N/N=C/c2ccc(N3CCOCC3)cc2)n1	-5&0	0.2&0.1	0.5&-0.1	14&10
O=C(C1CCN(S(=O)(=O)N2CCCCC2)CC1)N1CCCCC1	0	-0.5	-0.2	-1
c1ccc(-c2oc3ncnc(NCCCn4ccnc4)c3c2-c2ccccc2)cc1	-27	0.2	-0.8	2
Cc1c(C#N)c2ccc(O)c(CN(C)C)c2n1-c1ccccc1	3	0.0	-0.1	4
O=S(=O)(Nc1nccs1)c1ccc(Br)cc1	-4	2.4	0.2	-5
COc1ccc(S(=O)(=O)n2c(SCc3cccc(F)c3)nc3ccccc32)cc1	-21	0.2	0.8	10
Cc1ccc(/C=N/Nc2ncc(C(F)(F)F)cc2Cl)o1	11	-1.3	-0.1	34
Cc1nn2c(N3CCNCC3)c3c(nc2c1-c1cccs1)CCCC3	-2	-0.5	-0.1	1

# The last 4 entries of the part before come first, to join the parts.
molecule	TEAD-YAP inh	GPR151 ag	FBW7 activator	MITF primary
O=S(=O)(Nc1nccs1)c1ccc(Br)cc1	-4	2.4	0.2	-5
COc1ccc(S(=O)(=O)n2c(SCc3cccc(F)c3)nc3ccccc32)cc1	-21	0.2	0.8	10
Cc1ccc(/C=N/Nc2ncc(C(F)(F)F)cc2Cl)o1	11	-1.3	-0.1	34
Cc1nn2c(N3CCNCC3)c3c(nc2c1-c1cccs1)CCCC3	-2	-0.5	-0.1	1
CC(C)CC(NC(=O)OC(C)(C)C)C(=O)NC(Cc1ccccc1)C(N)=O (centres undefined)	1	0.3	0.1	1
CCOc1cc(/C=C2/C(=N)N3N=C(C(C)C)SC3=NC2=O)cc(Cl)c1OCCOc1ccccc1Cl	-1	-2.4	-0.1	-24
COc1ccccc1CCc1nnc(CCC(=O)NC2CCCCCC2)o1	0	0.2	-0.1	-3
COC(=O)c1cc(NC(=O)CSc2nc(N)cc(N)n2)cc(C(=O)OC)c1	13	-0.1	-0.2	8
CCOc1cc([N+](=O)[O-])cc(/C=N/NC(=O)c2cc(Cl)ccc2O)c1O	-4	-1.1	0.1	-2
COc1cc(CN2CCOCC2)cc(C=O)c1O	4	1.5	0.2	15
CC(=O)/C=C(\C)N1N=C(c2ccccc2)CC1c1ccccc1 (centres undefined)	-61	-0.9	-0.2	-8
COc1ccc(CCn2c3c(c(=S)[nH]c2=O)CCC3)cc1OC	-2	0.4	-0.1	4
CCN1C(=O)C2C(c3ccc(C)cc3)NC(CC)(C(=O)OC)C2C1=O (centres undefined)	-3	0.9	0.3	-1
CCn1c(SCC(=O)c2ccc3c(c2)OCCO3)nnc1-c1ccco1	-6	1.7	0.3	3
Brc1ccc(-c2nc3ccccc3[nH]2)o1	-49	-5.6	-0.1	20
O=C(Nc1cnc2ccccc2c1)c1cn(-c2ccc(F)cc2F)c(=O)c2ccccc12	-3	-1.4	0.2	-6
O=C1CC(c2noc(-c3ccco3)n2)CN1Cc1ccccc1 (centres undefined)	-5	-0.8	0.0	-1
CCN(CC)S(=O)(=O)c1cccc(C(=O)Nc2cc(C)ccn2)c1	-22	-2.0	0.1	24
Cc1cc(C(=O)NCC2CCCCC2)c2ccccc2n1	4	-0.3	0.1	-1
C/C(=N\N=C(/N)SC1CC(=O)N(c2ccccc2)C1=O)c1ccc(F)cc1 (centres undefined)	9	0.8	0.2	12
N#CC(C#N)=C(N)C(C#N)Cc1ccc(Cl)cc1 (centres undefined)	-3	-0.7	-0.1	4
CCOc1ccc(-n2nc(C(=O)NCCCN(CC)c3ccccc3)c3ccccc3c2=O)cc1	-4	-0.2	0.1	-1
COCCn1c(N2CCCCCC2)nc2c1c(=O)n(C)c(=O)n2C	8	1.2	0.4	20
CC(C)N(CCC(=O)c1ccc2ccccc2c1)Cc1ccccc1	-3	1.1&0.1	0.6&0.7	4&-6
CSc1ccc(-c2nc(CSCC(=O)NC(C)C)c(C)o2)cc1	-10	-1.3	-0.1	9
O=C(CCc1nnc(CCc2c[nH]c3ccccc23)o1)N1CCCCCCC1	-4	6.6*	0.2	0
O=C(Cn1c(=O)n(-c2ccc(F)cc2)c(=O)c2sccc21)N1CCCC1	-6	-0.1	0.0	-6
CCN1CCN(c2cc(C)c3cc(NC(=O)Cc4cccnc4)ccc3n2)CC1	3	0.3	0.3	-11
Nc1ncc(-c2cc(C(F)(F)F)cc(C(F)(F)F)c2)nc1NCc1cccnc1	6	0.6	0.0	3
Clc1ccc(CN2CCN(c3ncccn3)CC2)c(Cl)c1	-5	-0.1	-0.1	45
NC(=O)CN1CCN(c2ccc(F)cc2)CC1	-6	-1.7	0.5	3
O=C(/C=C/c1cccs1)NCCOc1cccc2cccnc12	1	1.9	-0.4	2
CCN1CCN(C2=Nc3c(Cl)cc(Cl)c4cccc2c34)CC1	13	-0.3	-0.3	16
C=CCNc1cc(C)nc2cc(-c3ccc(OC)c(OC)c3)nn12	-9	-0.3	-0.1	14
Cc1cc(C)nc(N2CCC(N(Cc3ccco3)C(=O)Nc3cccc(F)c3)CC2)n1	7	-0.2	-0.1	4
CC(C(=O)N1CCc2ccccc2C1)n1sc2ccccc2c1=O (centres undefined)	-21	-0.4	-0.1	-2
Cc1ccc(C)c(S(=O)(=O)NCC(=O)Nc2ccc(F)c(Cl)c2)c1	-2	3.7	0.1	-5
C=CCN(C(=O)CCC(=O)Nc1cc(C)on1)C(C(=O)NC1CCCC1)c1ccccc1 (centres undefined)	0	-0.7	0.1	-21
COC(C(=O)NC1CCCCCCC1)c1ccccc1 (centres undefined)	-3	-1.3	0.1	-18
C=CCn1c(SC2CCCCN(C(=O)c3ccc(Cl)cc3)C2=O)nc2sc3c(c2c1=O)CCCC3 (centres undefined)	-4	0.6	1.1	24
CCCC1=NN2C(=N)/C(=C/c3cc(Cl)c(OCCOc4cccc(OC)c4)c(OC)c3)C(=O)N=C2S1	-22	-0.3	0.1	0
CCOC(=O)c1c(/N=c2\oc3c(OC)cccc3cc2C(=O)Nc2ccc(F)cc2)sc2c1CCCC2	-10	-0.1	0.0	-10
c1ccc(-c2noc(CN3CCCC(N4CCN(c5ccccc5)CC4)C3)n2)cc1 (centres undefined)	0	0.1	-0.2	-4
CC(=O)NCC(=O)OCc1ccc([N+](=O)[O-])cc1Cl	-1	-0.9	-0.2	4
COc1cccc(C(=O)NC(=S)Nc2ccc(NC(=O)c3ccco3)c(OC)c2)c1	-18	-0.2	-0.2	1
O=C(CC1CCCC1)Nc1cccc(N2CCC(NCC3CCOCC3)CC2)c1	6	-0.2	0.5	20
CCCSc1nnc(NC(=O)c2cccc3ccccc23)s1	-11	0.0	0.0	3
Cc1cc(C)c(S(=O)(=O)NNC(=O)c2ccc([N+](=O)[O-])cc2)c(C)c1	6	2.4	0.1	0
O=C1N(Cc2cccnc2)C[C@@H]2C[C@@H](c3cc4ccccc4o3)N3CCC[C@@]123	2	0.3	0.0	-7
CCC(C(=O)Nc1ccc(C(N)=O)cc1)c1ccccc1 (centres undefined)	0	-1.2	0.0	13
Cc1ccccc1-n1c(SCc2ccccc2)nc2sc3c(c2c1=O)CCC3	4	0.8	0.1	12
COC(=O)c1ccc(C2Oc3ccc(Cl)cc3C3CC(c4cccs4)=NN32)cc1 (centres undefined)	0	-2.1	0.3	8
O=C(NC1CCCc2ccccc21)c1cccn2c(=O)c3cc(Cl)ccc3nc12 (centres undefined)	-5	0.7	0.0	-18
COc1cccc(/C=N/NC(=O)c2ccn(C)n2)c1O	-30	-1.3	-0.4	9
Cc1cccc(NC(=O)COc2ccc(C)c(C)c2)n1	-26	-2.2	0.2	8
CC(=O)NCC(=O)N(c1ccccc1)C1(C(=O)NC2CCCC2)CCCCC1	1	-0.5	-0.1	0
CCN(CC)C(=O)CSc1nc2ccccc2c(=O)n1CCC(=O)NCCc1ccc(OC)c(OC)c1	-3	0.2	0.1	1
CCOc1ccc(C(=O)C[N+]2=C(CC)c3cccn3CC2)cc1	-39	-0.4	0.0	-13
Nc1nc2nonc2nc1N	7	-1.2	0.0	7
O=C(NCCO)C(=O)NCC1OCCCN1S(=O)(=O)c1cc(F)ccc1F (centres undefined)	-6	-0.1	0.1	2
COC(=O)C1=C(C(=O)OC)SC(=C2C(=S)C(C)(C)N(C(=O)CN3C(=O)C4CCCCC4C3=O)c3ccc(OC)cc32)S1 (centres undefined)	-3	-1.5	0.8	16
CCOC(=O)C(C)N1C(=O)S/C(=C/c2cc3c(cc2OC)OCO3)C1=O (centres undefined)	7	0.1	0.2	1
O=C1C=NC(Nc2nc3ccccc3s2)N1 (centres undefined)	-17	-0.4	0.0	8
Cn1c(N)c(C(=O)COC(=O)c2ccccc2)c(=O)n(C)c1=O	-8	-0.4	0.2	21

# The results go on:
molecule	TEAD-YAP inh	GPR151 ag	FBW7 activator	MITF primary
C[n+]1ccccc1/C=C/c1ccc(Br)cc1	-1	-2.0	0.2	0
O=c1/c(=C\c2ccc3c(c2)OCO3)sc2n1CCCN=2	-35	-5.1	-0.1	10
Cc1cc(C)nc(NCC(C)c2ccccc2)n1 (centres undefined)	-5	0.3	0.0	7
O=C(Nc1ccccc1N1CCN(C(=O)c2ccccc2)CC1)c1ccc2c(c1)OCCO2	8	-0.6	-0.1	-8
CCCC1CCC(C(=O)Nn2c(-c3ccc(F)cc3)nc3ccccc3c2=O)CC1 (centres undefined)	-3	1.1	0.1	-5
O=C1c2nccnc2C(=O)N1c1ccc([N+](=O)[O-])cc1	5	-1.1	-0.1	8
Cn1ccnc1/C=C(\OC(=O)c1ccc(F)cc1)c1ccc(F)cc1	-10	-0.7	0.0	-5
CN(C)c1ccc(C2C3=C(CC(C)(C)CC3=O)Nc3c2c(=O)[nH]c(=O)n3C)cc1 (centres undefined)	7	-0.4	-0.1	0
COc1ccc(OCCC(=O)OCC(=O)NC(=O)NC(C)(C)C)cc1	3	1.0	-0.2	5
Cc1ccc2oc3c(c(=O)c2c1)C(c1ccccn1)N(CCN1CCOCC1)C3=O (centres undefined)	-7	0.6	-0.1	8
COc1ccccc1C1(NC(=O)CCc2cc(Cl)no2)CCCC1	6	0.5	0.0	13

# Shown with values under each structure: 2 of the compounds above
# Each structure is followed by: TEAD-YAP inh | GPR151 ag | FBW7 activator | MITF primary
> Cc1cc(C)nc(NCC(C)c2ccccc2)n1 (centres undefined)
  -5 | 0.3 | 0.0 | 7
> O=C(Nc1ccccc1N1CCN(C(=O)c2ccccc2)CC1)c1ccc2c(c1)OCCO2
  8 | -0.6 | -0.1 | -8

# Compound activity as filed in PubChem.
